Screening results (PubChem)
DYRK1A inh = inhibitors of rat Dyrk1A kinase; AID 504441; ADP-Glo luminescence, NFATc1 peptide; inhibition, % at 12.5 µM; Q63470; 310,000 tested, 0.43% active; in the data active = inhibition above about 50%;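 note: plate controls were vehicle with enzyme for no effect and no enzyme for full effect; many of its hits are not listed in these tables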
PolyA inh = inhibitors of polyadenylation in S. cerevisiae | 300,000 tested, 0.02% active | AID 1875 | calls only at 12 µM | S. cerevisiae SKY197-pL101 polyadenylation reporter, beta-gal luminescence; efflux-impaired pdr1/pdr3 knockout yeast; score 100 = 6 SD above DMSO;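 active = lowest replicate activity score at least 50, where 100 means six control SD above control mean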;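 note: yeast exposed to compound for 9 h at 30 °C; higher score means more reporter readthrough which indicates perturbed polyadenylation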
GSK3A inh = inhibitors of human GSK-3 alpha kinase | P49840 | 320,000 tested, 0.1% active | ADP-Glo luminescence, 60 min | inhibition, % at 10 µM;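 in the data active = inhibition above about 50%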;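 note: GST-tagged GSK-3 alpha with peptide substrate and 25 µM ATP; 0% = DMSO neutral wells and 100% = GW8510 positive control wells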
RGS4 pot = RGS4 potentiation or activation; HEK293 M3R/inducible RGS4, carbachol calcium flux Fluo4; active compounds read low; B-score at 10 µM; 310,000 tested, 0.92% active; AID 463111;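 active = B-score of the integrated calcium signal more than 4 SD below the library mean, with starting fluorescence not abnormally high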;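 note: negative B-score means reduced calcium response which marks RGS4 activation or potentiation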
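test system = HEK293 cells with stable M3R and inducible RGS4 | schedule = recording 10 s baseline at 1 Hz, 100 s post-agonist | technique = Fluo4-AM (2 µM) calcium-flux fluorescence, kinetic read | measure = Agonist-evoked peak-minus-minimum fluorescence over baseline, integrated ratio, B score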
KCNQ1 inh = inhibitors of human KCNQ1 potassium channel. CHO-K1 KCNQ1, FluxOR thallium flux fluorescence; active compounds read high. B-score at 10 µM. 310,000 tested, 1.3% active. AID 2642;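 active = compounds whose thallium flux B-score, printed positive for inhibition, exceeds three library SD while starting fluorescence stays within three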;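 note: channel opened by potassium depolarization with thallium stimulus after 20 min compound exposure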
RGS4 block = human RGS4 inhibition | P49798 | HEK293 M3R/RGS4 inducible, Fluo-4 calcium flux; active compounds read high; triggered by carbachol at its EC20 | B-score at 10 µM | 310,000 tested, 0.45% active | AID 463165;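 active = B-score, a plate-corrected calcium signal, over three deviations above library mean, with baseline fluorescence within five deviations of library mean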;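 note: RGS4 expression induced by doxycycline in cells with stable M3 receptor; B-score is computed from the integrated fluorescence ratio over baseline after carbachol; higher B-score means a larger calcium signal and so more RGS4 inhibition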
Target sequence (P49798 whole entry, looked up): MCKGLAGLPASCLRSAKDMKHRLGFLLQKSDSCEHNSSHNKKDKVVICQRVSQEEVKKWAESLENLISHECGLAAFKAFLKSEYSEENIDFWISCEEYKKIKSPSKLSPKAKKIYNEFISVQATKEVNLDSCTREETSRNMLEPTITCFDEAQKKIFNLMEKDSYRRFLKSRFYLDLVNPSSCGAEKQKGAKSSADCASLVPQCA
KCNK3 block = human KCNK3 channel inhibition, primary screen. CHO-KCNK3 thallium flux, FluxOR fluorescence; active compounds read low. 340,000 tested, 0.84% active. B-score at 10 µM. AID 602410. O14649;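 active = B-score under library mean minus 4 SD, starting fluorescence ratio at most library mean plus 5 SD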;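 note: more negative B-score means stronger inhibition of thallium flux through KCNK3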
Target sequence (O14649 whole entry, looked up): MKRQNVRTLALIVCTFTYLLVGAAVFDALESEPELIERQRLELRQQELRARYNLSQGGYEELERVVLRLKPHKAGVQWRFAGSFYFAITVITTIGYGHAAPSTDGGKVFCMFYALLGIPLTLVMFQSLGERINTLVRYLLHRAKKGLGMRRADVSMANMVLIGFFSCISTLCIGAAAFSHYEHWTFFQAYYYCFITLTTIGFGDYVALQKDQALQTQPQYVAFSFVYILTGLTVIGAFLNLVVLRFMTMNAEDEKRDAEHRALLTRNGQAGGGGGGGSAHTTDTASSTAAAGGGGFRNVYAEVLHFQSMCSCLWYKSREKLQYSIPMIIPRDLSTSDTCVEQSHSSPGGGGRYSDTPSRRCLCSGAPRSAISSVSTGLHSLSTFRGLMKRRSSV
KCNQ1 pot = potentiators or activators of human KCNQ1 potassium channel; 310,000 tested, 0.35% active; CHO-K1 KCNQ1, thallium flux FluxOR fluorescence; active compounds read high; B-score at 10 µM; P51787;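 active = fluorescence ratio B-score, a plate-corrected score, at least three library SD, with initial intensity B-score within 5 SD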
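Schedule – 37 °C overnight plating, 90-min dark dye load, 20-min compound pretreatment · System – stable KCNQ1 CHO-K1 line · Probe or stimulus – thallium- and potassium-containing depolarizing buffer · Measured by – kinetic FluxOR fluorescence, 10 s baseline plus 110 s post-stimulus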
hERG rescue = compounds protecting human hERG from proarrhythmic drug block. Q12809. CHO-hERG, FluxOR thallium flux, dofetilide IC70 present. activation (rescue from dofetilide block), less the hit threshold, % at 10 µM. 310,000 tested, 0.51% active;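 active = activation above the mean of controls blocked by dofetilide plus 5 SD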;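 note: thallium influx through hERG after potassium depolarization seen as dye fluorescence rise; in these data hits start at about 4.7%; inactives centre near -7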
GSK3B inh = inhibitors of human GSK3beta kinase; 300,000 tested, 0.038% active; activity score (negative = inhibition), % at 10 µM; GST-GSK3beta kinase, ADP-Glo luminescence, 60 min; active compounds read low;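 active = more than half of replicate wells score below -50%, meaning over 50% inhibition versus plate controls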;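 note: 0% = median DMSO wells and -100% = median GW8510 positive control wells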
Target sequence (P49841 whole entry, looked up): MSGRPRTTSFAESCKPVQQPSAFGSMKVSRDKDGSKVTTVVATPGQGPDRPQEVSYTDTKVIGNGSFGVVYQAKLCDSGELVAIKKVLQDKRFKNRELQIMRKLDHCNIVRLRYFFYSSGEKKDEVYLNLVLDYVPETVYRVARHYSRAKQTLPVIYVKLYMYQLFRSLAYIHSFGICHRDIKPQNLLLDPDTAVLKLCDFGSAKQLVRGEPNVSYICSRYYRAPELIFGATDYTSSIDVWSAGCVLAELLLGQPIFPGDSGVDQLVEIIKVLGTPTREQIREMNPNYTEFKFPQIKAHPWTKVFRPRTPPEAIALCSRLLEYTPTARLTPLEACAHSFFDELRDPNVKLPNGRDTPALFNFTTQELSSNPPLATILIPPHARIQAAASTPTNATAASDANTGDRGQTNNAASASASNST
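Assay system: GST-tagged human GSK3beta kinase, cell-free; Input: 1.6 ng GSK3beta; Medium: Tris/MgCl2 kinase buffer; Timing: 60 min enzyme reaction, room temperature; Signal: ADP-Glo luminescence quantifying ADP generated by kinase; Evaluation: score relative to plate controls; Benchmarks: DMSO neutral wells and GW8510 at 20 µM as positive.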
KCNK9 inh = blocks the human KCNK9 two-pore domain potassium channel; HEK293 KCNK9, FluxOR thallium flux fluorescence; active compounds read low; B-score at 10 µM; 310,000 tested, 1.2% active; Q9NPC2;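 active = ratio B-score over 3 SD below the library mean, with starting fluorescence within 5 SD of its mean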;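 note: negative B-score means less thallium flux so channel inhibition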
Starred values were filed as active, the others as inactive; i = inactive; / = not tested or not shown. An excerpt; count on the stated rates, not on these rows.

SMILES	DYRK1A inh	PolyA inh	GSK3A inh	RGS4 pot	KCNQ1 inh	RGS4 block	KCNK3 block	KCNQ1 pot	hERG rescue	GSK3B inh	KCNK9 inh
CC(C)[C@H](NC(=O)c1ccccc1)C(=O)OCC(=O)NCc1ccc(F)cc1	1	i	-2	i	i	i	i	i	-9	0	i
Cc1ccc2[nH]c3c(c2c1)CN(C(=O)CN1CCN(Cc2ccc4c(c2)OCO4)CC1)CC3	4	i	0	i	i	i	i	i	-9	1	i
CCOc1ccccc1-n1c(SCC(=O)N2CCCC2)nnc1-c1ccc(O)cc1	1	i	-1	i	i	i	i	i	-2	1	i
COc1nc(-c2ccc(Cl)cc2)ccc1-c1noc(-c2ccco2)n1	6	i	-15	i	i	i	i	i	-8	-1	i
CCOC(=O)c1nn(-c2ccc(C)c(Cl)c2)c(=O)c(C#N)c1C	0	i	-2	i	i	i	i	i	-3	-4	i
CC1CCCN(S(=O)(=O)c2ccc(C(=O)Nc3nnc(-c4ccco4)o3)cc2)C1 (configuration not stated)	-8	i	4	i	i	i	i	i	-9	-1	i
NC(=O)C(c1cccc(Cl)c1)c1ncc(C(F)(F)F)cc1Cl (configuration not stated)	-8	i	-3	i	i	i	i	i	-13	3	i
COc1cc2[nH]c(=O)n(Cc3ccc(C(=O)NC4CCCC4)cc3)c(=O)c2cc1OC	2	i	/	i	i	i	i	i	-9	3	i
CC(C)(C)NC(=O)COc1ccc(CNCc2cccnc2)cc1	/	i	0	i	i	i	i	i	-13	-5	i
N#CCSc1nc2cc(C(=O)N3CCC(C(N)=O)CC3)ccc2c2nc3ccccc3n12	/	i	1	i	i	i	i	i	-15	0	i
Cc1cc(Nc2cccc([N+](=O)[O-])c2)c2ccccc2n1	11	i	5	i	i	i	i	i	-9	-1	i
COc1cccc(C2=NOC(C(=O)Nc3cccnc3Cl)C2)c1OC (configuration not stated)	-7	i	3	i	i	i	i	i	-8	-1	i
Cc1cn(S(=O)(=O)c2cc(Br)ccc2Br)cn1	5	i	-6	i	i	i	i	i	-15	-5	i
N#Cc1c(-c2cccs2)cc(-c2cccs2)[nH]c1=O	6	i	-1	i	i	i	i	i	-6	-1	i
COc1cc(-c2ccc3oc(-c4ccsc4)cc3c2)cc(OC)c1OC	1	i	-1	i	i	i	i	i	-4	2	i
Cc1cc(C)c2oc(C(=O)NCCc3ccc(S(N)(=O)=O)cc3)cc(=O)c2c1	5	i	-5	i	i	i	i	i	-6	-4	i
CCn1c(C)nc2cc(C(=O)N/N=C/c3ccc(OC)c(O)c3)ccc21	-1	i	1	i	i	i	i	i	-10	-3	i
COC(=O)C[C@H]1c2cc(F)ccc2S(=O)(=O)N1C(C)C	5	i	-24	i	i	i	i	i	-6	2	i
CC(=O)Nc1ccc(OCC(O)Cn2nc(C)nc2C)cc1 (configuration not stated)	2	i	-3	i	i	i	i	i	5.5*	-3	i
COc1ccccc1CNC(=O)CN1C(=O)COc2ccc(S(=O)(=O)N3CCCCC3)cc21	-2	i	10	i	i	i	i	i	-2	-2	i
COc1ccc(NS(=O)(=O)c2cccc(C(=O)NCC(c3ccc(F)cc3)N3CCOCC3)c2)cc1 (configuration not stated)	-3	i	1	i	i	i	i	i	-5	1	i
COc1cccc(NS(=O)(=O)c2cc3c4c(c2)CCC(=O)N4CCC3)c1	-6	i	-1	i	i	i	i	i	-11	0	i
Cc1ccc(-c2nc(NC(=O)CSc3ncn[nH]3)ns2)cc1	-3	i	2	i	i	i	i	i	-4	-6	i
COc1ccc(C(=O)NCCc2cn3ccc(C)cc3n2)cc1	-3	i	1	i	i	i	i	i	-5	-5	i
O=C1CCN(Cc2ccc(Br)cc2)CCN1[C@H](CO)Cc1ccccc1	-9	i	-3	i	i	i	i	i	3	-2	i
CC(=O)Nc1ccc(OCC(O)Cn2c(CO)nc3ccccc32)cc1 (configuration not stated)	-1	i	-4	i	i	i	i	i	-16	4	i
CCNC(=O)NC(=O)C(C)On1nnc2ccc(S(=O)(=O)N(CC)CC)cc21 (configuration not stated)	-3	i	2	i	i	i	i	i	-8	0	i
COc1ccc(-c2cc(=O)oc3c(C)c(OCC(=O)N(C)C)ccc23)cc1	4	i	1	i	i	i	i	i	-3	2	i
O=C(O)CC/C(=N/NC(=O)c1cccs1)c1ccccc1	4	i	0	i	i	i	i	i	-4	0	i
CCOC(=O)Cn1nc(C)c(NC(=O)CCc2ccc(OC)cc2)c1C	4	i	7	i	i	i	i	i	-17	-3	i
CC1(C)CC(=O)C(C2c3ccccc3S(=O)(=O)c3ccccc32)C(=O)C1	-6	i	-2	i	i	i	i	i	-14	-1	i
O=C(c1cccn2c(=O)c3ccccc3nc12)N1CCN(Cc2ccc3c(c2)OCO3)CC1	-3	i	/	i	i	i	i	i	-17	-2	i
Nc1nc(-c2cccnc2)nn1S(=O)(=O)c1ccccc1	8	i	1	i	i	i	i	i	-18	-3	i
COC(=O)c1cc(NC(=O)c2nccnc2C(=O)O)cc(C(=O)OC)c1	-2	i	-1	i	i	i	i	i	-12	0	i
O=C(NCc1cccs1)C(=O)NCC(c1ccco1)N1CCN(c2ccccc2F)CC1 (configuration not stated)	-2	i	4	i	i	i	i	i	-4	2	i
CC(NC(=S)Nc1ccc(OC(F)F)cc1OC(F)F)C(C)(C)C (configuration not stated)	0	i	/	i	i	i	i	i	-10	2	i
O=C(Nc1ccc(N2CCCCC2)cc1)c1cccnc1	8	i	0	i	i	i	i	i	0	3	i
COc1ccc(OC)c(/C=C/C(=O)N2C(=O)c3cccc(N)c3C2=O)c1	7	i	1	i	i	i	i	i	-8	4	i
Cc1ccc(OCC2Cn3c(nc4c3c(=O)[nH]c(=O)n4C)O2)cc1 (configuration not stated)	-4	i	-6	i	i	i	i	i	-6	-7	i
CCC(C)(C)NC(=O)C(c1cccn1C)N(C(=O)Cn1nnc2ccccc21)c1ccccc1OC (configuration not stated)	0	i	-3	i	i	i	i	i	-4	0	i
O=C(c1ccc(-n2cncn2)c([N+](=O)[O-])c1)N1CCN(S(=O)(=O)c2cccc(F)c2)CC1	/	i	-1	i	i	i	i	i	-4	-2	i
COc1ccc2oc(C(=O)NCc3cc(OC)c(OC)cc3OC)c(C)c2c1	4	i	-1	i	i	i	i	i	-8	-6	i
COc1cc(CC(=O)Nc2nc(-c3ccc(F)c(F)c3)cs2)cc(OC)c1OC	4	i	1	i	i	i	i	i	-19	4	i
CC1CN(S(=O)(=O)c2ccc(NC(=O)CCN3C(=O)c4ccccc4C3=O)cc2)CC(C)O1 (configuration not stated)	-2	i	0	i	i	i	i	i	-10	3	i
CCC(=O)Nc1nnc(-c2ccco2)o1	9	i	0	i	i	i	i	i	-11	-2	i
CCCSc1nc(C)c2cc(C)cc(C)c2n1	-7	i	-1	i	i	i	i	i	-9	1	i
O=C(CSc1nc2ccccc2c(=O)n1CCCN1CCOCC1)Nc1ccc2c(c1)OCO2	0	i	/	i	i	i	i	i	-11	1	i
O=C1CC2(CCCCC2)Oc2ccc(OCC(=O)N3CCOCC3)cc21	1	i	-7	i	i	i	i	i	-5	2	i
COc1ccc2c(c1)CCc1c(C(=O)NCc3ccc(Cl)cc3)noc1-2	4	i	1	i	i	i	i	i	-6	0	i
Cc1nnc(C)c2c(C)n(-c3ccccc3)c(C)c12	5	i	/	i	i	i	i	i	-12	-4	i
CN1CCC(N(C)CC(=O)Nc2ccccc2N2CCOCC2)CC1	-2	i	-1	i	i	i	i	i	-4	4	i
Cc1c2c(nc3c(C(=O)NC4CCCC4)cnn13)CCCC2	-8	i	-4	i	i	i	i	i	-9	3	i
CC(=C1C(=O)c2ccccc2C1=O)N1CCC(C(N)=O)(N2CCCCC2)CC1	8	i	-3	i	i	i	i	i	-13	-2	i
CC(C)NC(=O)CC(=O)N/N=C/c1ccc(Br)cc1	-6	i	-3	i	i	i	i	i	-8	3	i
CC(=O)Nc1cc(C(=O)O)ccc1S(=O)(=O)c1ccc(C)cc1	3	i	-5	i	i	i	i	i	-11	4	i
CCOc1ccc(S(=O)(=O)NCc2ccccc2Cl)cc1C(N)=O	/	i	0	i	i	i	i	i	-2	0	i
CC[n+]1c(C)n(-c2ccccc2)c2ccc(NC(C)=O)cc21	-1	i	-1	i	i	i	i	i	-3	-1	i
CC(C)(C)[C@@H]1CCC(=O)N(CC[C@H](N=[N+]=[N-])c2ccccc2)CC1	-1	i	-1	i	i	i	i	i	-6	1	i
CCOc1ccccc1NC(=O)COC(=O)C1CC1	15	i	1	i	i	i	i	i	3	1	i
C=CCn1c(SCC(=O)Nc2ccccc2C)nc2sc(C)c(C)c2c1=O	-8	i	-1	i	i	i	i	i	-1	-3	i
Continued.
SMILES	DYRK1A inh	PolyA inh	GSK3A inh	RGS4 pot	KCNQ1 inh	RGS4 block	KCNK3 block	KCNQ1 pot	hERG rescue	GSK3B inh	KCNK9 inh
Oc1cccc(/C=N/N2CCN(c3ccccn3)CC2)c1	-3	i	1	i	i	i	i	i	-14	-2	i
CN(C)S(=O)(=O)n1cc(/C=C(\NC(=O)c2ccccc2F)C(=O)N2CCCC2)c2ccccc21	/	i	-2	i	i	i	i	i	-5	0	i
COc1ccc(-c2nc(-c3cccc([N+](=O)[O-])c3O)cc(=O)o2)cc1OC	-1	i	-2	i	i	i	i	i	-5	1	i
CN(C)S(=O)(=O)c1ccc(C(=O)Nc2ccc(CN3CCCC3)cc2)cc1	9	i	/	i	i	i	i	i	-3	-23	i
CCOC(=O)C(/C=C(\C#N)C(=O)OCC)=C(/N)N1CCN(c2ccc(OC)cc2)CC1	-2	i	-2	i	i	i	i	i	-3	2	i
CCc1cccc2c(C(=O)CSc3nnc(-c4ccncc4)n3C)c[nH]c12	2	i	/	i	i	i	i	i	-8	0	i
COC(=O)c1sc(NC(=O)c2ccc(Cn3cc(Cl)cn3)o2)c(C#N)c1C	1	i	-1	i	i	i	i	i	-4	1	i
O=C(COC(=O)CCCN1C(=O)c2cccc3cccc(c23)C1=O)Nc1cccc(C(F)(F)F)c1	4	i	-4	i	i	i	i	i	-9	1	i
